Screening results: PubChem BioAssay, The Scripps Research Institute Molecular Screening Center
M1 ag: human M1 muscarinic receptor agonism | CHO-K1 hM1, Fluo-8 calcium fluorescence, agonist mode; 0% DMSO, 100% acetylcholine EC100 | activation, % at 3 µM | hit rate 0.33% among 360,000;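 active = activation above the run's mean compound activation plus 3 SD, cut at about 16% in these data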;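 note: peak over basal fluorescence ratio within a 140 s kinetic read after compound addition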
Target sequence (P11229 whole entry, looked up): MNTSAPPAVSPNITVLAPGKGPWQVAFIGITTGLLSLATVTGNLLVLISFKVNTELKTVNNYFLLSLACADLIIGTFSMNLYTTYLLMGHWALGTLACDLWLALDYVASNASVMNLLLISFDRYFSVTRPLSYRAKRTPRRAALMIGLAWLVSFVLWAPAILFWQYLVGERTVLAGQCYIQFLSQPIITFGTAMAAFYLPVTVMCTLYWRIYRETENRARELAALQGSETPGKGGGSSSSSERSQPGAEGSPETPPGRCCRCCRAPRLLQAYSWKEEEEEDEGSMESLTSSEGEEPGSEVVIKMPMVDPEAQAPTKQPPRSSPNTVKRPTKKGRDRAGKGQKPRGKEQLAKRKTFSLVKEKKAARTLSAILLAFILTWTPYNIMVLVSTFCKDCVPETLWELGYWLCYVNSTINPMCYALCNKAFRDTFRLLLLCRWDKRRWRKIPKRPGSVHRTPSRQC
M1 antag: blocks human M1 muscarinic receptor; CHO-K1 hM1, Fluo-8 calcium fluorescence, ACh EC80 antagonist; inhibition, % at 3 µM; hit rate 1.3% among 360,000; AID 588852;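 active = percent inhibition above its own plate's cutoff, namely the mean of that plate's compound wells plus 3 SD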;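 note: peak over basal fluorescence ratio during 140 s after agonist addition; 0% = ACh EC80 plus DMSO and 100% = DMSO alone without agonist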
CHO-K1 Ca ag: counter-screen for M1 agonists: effect in parental CHO-K1 cells | Fluo-8 calcium fluorescence; scaled to maximal ATP response, vehicle zero | activation, % at 3 µM | hit rate 0.48% among 360,000 | AID 602248; in the data active = activation above about 15%;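 note: untransfected CHO-K1 host cells lacking M1 receptor as counterscreen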
CHO parental Ca: signal in parental CHO cells, OX1R antagonist counter-screen | hit rate 0.63% among 330,000 | parental CHO-K1, ATP-induced calcium, Fluo-8 fluorescence | inhibition, % at 5.6 µM;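 active = inhibition above that plate's mean sample inhibition plus 3 SD, cut at about 26% in these data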;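 note: 0% = ATP-challenged DMSO wells and 100% = DMSO wells without ATP; some compounds past the cut are filed as inactive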
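Material – parental CHO cells · Reagent – ATP stimulus · Compound – single nominal dose of 5.6 µM per compound · Detection – Fluo-8 fluorescence · Read-out basis – percent inhibition of calcium signal · Controls – ATP-challenged DMSO wells low, unchallenged DMSO wells high · Repeats – no replicates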
TAAR1 antagonist: human TAAR1 antagonism; CHO RD-HGA16 TAAR1, Fluo-8 calcium fluorescence, antagonist; inhibition, % at 3 µM; hit rate 1.5% among 360,000; AID 624466;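 active = inhibition above a per-plate cutoff, the mean inhibition of test compounds on that plate plus 3 SD, cut at about 49% in these data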;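 note: 0% = DMSO plus EC80 beta-PEA response and 100% = DMSO alone without agonist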
Target sequence (Q96RJ0 whole entry, looked up): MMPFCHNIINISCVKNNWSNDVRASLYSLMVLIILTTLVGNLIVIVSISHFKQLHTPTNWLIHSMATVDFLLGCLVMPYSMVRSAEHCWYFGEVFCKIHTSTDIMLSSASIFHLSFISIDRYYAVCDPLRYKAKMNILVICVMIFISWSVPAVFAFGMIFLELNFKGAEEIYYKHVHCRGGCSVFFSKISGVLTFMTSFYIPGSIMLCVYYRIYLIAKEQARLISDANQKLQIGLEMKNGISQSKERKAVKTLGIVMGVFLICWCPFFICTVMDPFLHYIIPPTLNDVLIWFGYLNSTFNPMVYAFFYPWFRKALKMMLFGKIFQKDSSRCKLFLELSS
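Test system: CHO RD-HGA16 cells bearing hTAAR1 | Reagent: β-PEA, EC80 | Compound dosing: 3 µM, single point | Schedule: Dye loading 75 min at 37 °C, then 30 min room temperature | Signal: Calcium fluorescence with Fluo-8 | Evaluation: Percent inhibition of PEA-evoked calcium signal, max/basal emission ratio | Control set: DMSO-only wells and EC80 β-PEA-stimulated wells | Repeats: Singlicate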
OXTR potentiate: potentiators of human oxytocin receptor; activation, % at 3 µM; P30559; hit rate 0.061% among 320,000; CHO-OTR cells, Fluo-8 calcium fluorescence, potentiator mode; 0% = oxytocin EC15, 100% = EC100;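 active = activation above that plate's cutoff, the mean activation of tested compounds plus 3 SD, cut at about 6.6% in these data, passing the limit was not always enough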;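 note: 100% uses oxytocin at 75 nM as the full agonist control; some results filed as inactive read as strong as hits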
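Material: human OTR in CHO cells. Compound: 3.0 µM, one dose. Timing: compound 6 min at room temperature before oxytocin, 100 s read. Evaluation: % activation of max/min ratio relative to oxytocin controls. Replication: single well per compound, singlicate. Signal: Fluo-8 calcium dye fluorescence.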
M1 PAM parental: counter-screen for M1 PAMs: effect in parental CHO-K1 cells. ATP EC20, Fluo-8 calcium fluorescence; 0% at ATP EC20, 100% at ATP max. activation, % at 3 µM. hit rate 0.02% among 360,000. AID 602247;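 active = activation above the run cutoff, the mean activation of all test compounds plus 3 SD, cut at about 40% in these data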;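 note: peak over basal fluorescence ratio in a 140 s read after ATP addition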
TAAR1 ag: agonists of human TAAR1. Q96RJ0. CHO RD-HGA16 TAAR1, Fluo-8 calcium fluorescence; vehicle wells 0%, saturating PEA agonist 100%. hit rate 0.99% among 360,000. activation, % at 3 µM. AID 624467;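 active = activation above the mean activation of all test compounds in the run plus 3 SD, cut at about 38% in these data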
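Signal – calcium-sensitive Fluo-8 signal, excitation 470-495, emission 515-575 nm · System – RD-HGA16 (CHO) cells co-expressing Gα16 and hTAAR1 · Incubation – 17-24 h seeding, 75 min 37 °C dye, 30 min RT · Compound dosing – 3 µM single concentration · Repeats – no replicates (n 1)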
CHO-K1 Ca antag: M1 antagonist counterscreen hit in parental CHO-K1 cells; ATP-induced calcium, Fluo-8 fluorescence; inhibition, % at 3 µM; hit rate 0.6% among 360,000; AID 602250;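 active = inhibition above a per-plate cutoff, the plate's mean sample inhibition plus 3 SD, cut at about 24% in these data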;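 note: 0% = DMSO plus EC80 ATP and 100% = DMSO alone without ATP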
Numbers without * were called inactive; x = no result given. Not a hit list; overall some 4.2% were active at least once.

Compound	CHO-K1 Ca ag	CHO parental Ca	TAAR1 ag	OXTR potentiate	M1 ag	TAAR1 antagonist	M1 antag	CHO-K1 Ca antag	M1 PAM parental
CCCS(=O)(=O)NC(=O)C1(C)CCCN(C(=O)c2c(C)noc2C)C1 (configuration not stated)	0.3	x	8	x	-1	-15	-21	-6	-8
CN(CCc1ccccc1)C1CCCN(S(=O)(=O)c2cccc(F)c2)C1 (configuration not stated)	-0.4	-18	36	-6	-11	-19	15	7	-23
COc1cc(C(=O)OCC(=O)NCc2ccc(F)cc2)ccc1OCC(C)C	0.0	-9	0	1	-3	-7	-8	-13	30
COc1cc2c(cc1NC(=O)COc1ccccc1OC)oc1ccccc12	4.8	-2	1	-1	0	12	-1	-7	4
CC(C)(C)c1ccc(C(=O)NCC(=O)OCC(=O)c2ccc3c(c2)-c2ccccc2C3)cc1	1.5	-6	4	-8	-13	-23	15	-1	17
Cc1ccnc(NC(=O)CN2C(=O)NC(C)(c3ccc4ccccc4c3)C2=O)c1 (configuration not stated)	6.8	x	11	x	0	-18	-2	-15	11
CCC(=O)c1ccc(OCC(=O)c2ccc3c(c2)NC(=O)CO3)cc1	1.5	18	3	0	-2	-29	-12	0	-5
COC(=O)c1c(C)[nH]c(C(=O)CN(C)CC(=O)Nc2cccc(F)c2)c1C	3.6	-11	5	-5	-1	-15	-8	-13	5
CCC(NC(=O)c1cc(COc2cncc(Cl)c2)on1)c1ccc(C)cc1 (configuration not stated)	3.8	-6	19	-11	8	13	-14	1	2
Cc1no[n+]([O-])c1COc1cccc(/C=N/Nc2nncn2N)c1	2.9	-11	-1	-2	-2	-2	-2	3	-12
COc1ccc(OC)c(NC(=O)CSc2ncccc2C(=O)O)c1	0.3	1	11	-3	-4	6	-9	-12	14
O=c1cc(-c2ccccc2)c2cc(Cl)c(O)c(CN3CCOCC3)c2o1	-0.1	-4	6	-6	-1	-6	-13	0	-10
COc1ccc(C(=O)Nc2ccc(NS(=O)(=O)c3ccccc3)cc2)cc1OC	2.0	-11	0	-5	0	7	-6	-9	8
Cc1ccc(S(=O)(=O)N2CCOCC2)cc1NC(=O)COC(=O)C1(C)CC1(Cl)Cl (configuration not stated)	3.6	-15	7	-5	-1	0	14	3	-23
O=C(c1cnc2n(c1=O)CCS2)N(C1CCCCC1)C1CCCCC1	0.1	-1	0	-1	-4	-28	7	2	-8
S=C(Nc1ccccc1Cl)N(Cc1cccnc1)Cc1ccco1	1.5	6	-1	2	-4	-1	-4	-7	8
C=CCn1c(SCC(=O)NC2CCS(=O)(=O)C2)nnc1-c1ccc(Cl)cc1 (configuration not stated)	0.6	-5	0	-2	-3	-11	-10	-6	7
CCO[C@@H]1OC(C(=O)N2CCCCCCC2)=C[C@H](c2ccc3c(c2)OCO3)[C@H]1CCCO	0.6	-21	2	-10	-2	17	-2	-3	2
CCOC(=O)C1(CC)NC(c2ccc(OC)cc2OC)C2C(=O)N(C)C(=O)C21 (configuration not stated)	4.4	-5	3	-5	-3	-24	11	-3	3
O=[N+]([O-])c1ccc(N2CCOCC2)nc1	0.1	-5	8	2	-8	4	-3	-3	16

Among those listed so far, these have an aryl thioether with sulfur outside any ring.
Compound	CHO-K1 Ca ag	CHO parental Ca	TAAR1 ag	OXTR potentiate	M1 ag	TAAR1 antagonist	M1 antag	CHO-K1 Ca antag	M1 PAM parental
COc1ccc(OC)c(NC(=O)CSc2ncccc2C(=O)O)c1	0.3	1	11	-3	-4	6	-9	-12	14
C=CCn1c(SCC(=O)NC2CCS(=O)(=O)C2)nnc1-c1ccc(Cl)cc1 (configuration not stated)	0.6	-5	0	-2	-3	-11	-10	-6	7

More structures follow.
Compound	CHO-K1 Ca ag	CHO parental Ca	TAAR1 ag	OXTR potentiate	M1 ag	TAAR1 antagonist	M1 antag	CHO-K1 Ca antag	M1 PAM parental
COc1ccccc1N=C(C)C1=C(O)CSC1=O	0.0	-12	2	-6	-4	7	-11	-8	15
COc1ccccc1-c1cccc(-c2nc(C(=O)Nc3nccs3)cc3c2[C@@H](CCO)N(C(=O)CC2CC2)C3)c1	4.7	x	11	x	x	51*	x	-1	0
CCCOc1ccc(CC(=O)NCc2ccco2)cc1OC	0.5	-3	2	-10	-5	0	-6	-3	16
Cc1ccc(C(=O)NCCCN2CCOCC2)cc1N1CCCC1=O	3.0	0	19	-10	-4	2	1	2	17
CCN(CC(=O)Nc1ccc(OC)cc1)C(=O)c1ccc2c(=O)n3c(nc2c1)CCC3	1.9	-3	12	-3	-3	-15	-10	-11	18
CCCCn1c(N)c(N(CCOC)C(=O)COC(=O)c2ccccc2NCCO)c(=O)[nH]c1=O	-0.1	x	2	x	-4	-7	-12	-14	15
Cc1csc(CCc2nc(C)cs2)n1	-0.3	-11	14	1	-3	0	-3	-13	10
Cc1cc(Br)ccc1SCC(=O)Nc1cccnc1	9.5	-22	8	-18	-3	18	-8	-14	18
O=C(Nc1ccc2c(c1)OCCO2)C(c1cc2ccccc2o1)N1CCN(c2ccc(C(F)(F)F)cn2)CC1 (configuration not stated)	0.6	x	1	x	0	-7	-17	-21	19
COc1cccc(C2NC(CCSC)(C(=O)O)C3C(=O)N(C(C)C)C(=O)C23)c1O (configuration not stated)	-0.4	-4	1	-3	-1	-9	-16	3	0
COc1ccccc1-c1csc(C(NC(C)=O)c2ccc(F)c(F)c2)n1 (configuration not stated)	0.0	x	2	x	-4	-23	-14	5	5
CC(=O)c1ccc(NS(=O)(=O)c2cccc(C(=O)Nc3ccccc3C(=O)O)c2)cc1	-1.2	-1	2	-11	-3	-27	-5	-9	16
CC(NS(=O)(=O)c1ccc(Br)cc1F)[C@H](O)c1ccccc1 (some centres not stated)	0.3	x	1	x	-6	10	5	0	-5
O=C(Nc1nc2ccc([N+](=O)[O-])cc2s1)c1c(F)cccc1F	0.3	0	1	-5	-3	-18	-2	-8	9
Cc1ccc(S(=O)(=O)NNC(=O)C2CCCCC2)cc1	0.8	-10	8	-6	-11	-7	-4	-8	2
COc1ccc(OCC(=O)NNC(=O)c2nn(C)c(=O)c3ccccc23)cc1	0.0	1	3	-4	-4	-8	-1	13	-11
CCOc1cc(CNC(CC)CO)ccc1OCC(=O)Nc1cccc(C(F)(F)F)c1 (configuration not stated)	6.3	-15	9	-3	-5	-6	-1	-15	21
O=C1C(c2ccccc2)C2C=CC(C2)N1O (configuration not stated)	0.4	x	3	x	-2	-13	-12	11	-6
Cc1ccccc1OCC(=O)NNC(=O)CN1C(=O)c2ccccc2C1=O	3.9	-5	3	-3	-5	-15	0	2	19
COC(=O)c1c(N=CN(C)C)c(C#N)c2n1CCCC2	0.7	-3	2	-1	-3	13	-9	-11	24
Fc1ccccc1N1CCN(CCCNc2ccc3nncn3n2)CC1	0.7	-7	0	-4	-12	-4	-4	-6	16
CSCCCc1cn([C@@H](CO)C(=O)NCCCCCCCCCCC(=O)N2CCNCC2)nn1	0.3	-13	8	-9	-11	4	12	-14	17
Cc1cccc2sc(NC(=O)CN(C)S(=O)(=O)c3ccc(Br)s3)nc12	1.7	-2	6	-16	0	30	-21	0	5
O=C(CCl)N(c1ccc(Cl)cc1)c1c[nH]c2ccccc12	2.9	0	39*	-7	4	26	-2	4	23
COc1ccc(-n2c(SC(CN3CCCCC3)CN3CCCC3=O)nc3ccccc3c2=O)cc1 (configuration not stated)	0.6	-18	3	-13	-5	-4	2	6	-8
CCOC(=O)C1=C(c2ccccc2)ON(C)C1c1ccccc1 (configuration not stated)	-0.3	-17	0	2	-15	-5	-2	1	-2
Cc1sc2ncn(CC(=O)NCCCC(=O)N(C)Cc3ccccc3)c(=O)c2c1C	1.0	-24	0	-1	-7	-18	-10	-16	18
C=CCSc1nc(N)c(NC(=O)c2ccco2)c(=O)[nH]1	-0.3	-3	1	-3	0	-16	-6	21	2
CCC(C)COC(=O)C(C#N)c1nc2ccccc2nc1N1CCCCC1 (configuration not stated)	0.5	-17	13	-4	-4	-12	-8	-14	20
O=C1[C@H]2[C@@H](c3ccc(C(F)(F)F)cc3)N[C@]3(CCCN(Cc4ccco4)C3=O)[C@H]2C(=O)N1Cc1ccccc1	0.9	x	1	x	-9	-36	-5	-8	10
COc1cccc(CNC(=O)c2nnn(-c3ccc(OC(F)(F)F)cc3)c2N)c1	2.8	-7	6	-8	-5	-1	-7	-9	17
Nc1nc(SCc2ccc(F)cc2)ns1	0.6	1	0	-13	-3	-12	-15	-3	3
CC1CC(C)(C)NC(=S)N1CC(=O)NCc1ccc(Cl)cc1 (configuration not stated)	0.3	-15	2	-2	-12	7	8	0	19
CC(=O)c1cccc(NC(=O)CSC(=O)c2ccccc2)c1	1.4	-5	38*	-5	-4	-12	-8	2	5
O=C(CCN1C(=O)/C(=C/c2cccc(Br)c2)SC1=S)Nc1cccnc1	-0.1	-2	5	-4	-4	-1	-16	-1	10
COc1ccnc2c1c(=O)n(Cc1ccccc1Cl)c(=O)n2C	0.9	-8	1	-12	-1	-20	4	-13	3
Cc1cccc(-n2c(SCC(=O)Nc3ccc4c(c3)OCO4)nnc2-c2ccoc2C)c1	0.2	-18	27	-9	-4	-22	-15	-8	11
COc1cccc2c(=O)n(CC(=O)Nc3cccc(F)c3)ccc12	0.9	-10	61*	-8	-1	26	-9	-2	22
O=C(NCc1cccnc1)c1cn(-c2ccccc2)nc1-c1cccs1	3.9	-15	12	-10	-2	30	-6	-4	-12
O=[N+]([O-])c1ccc(N2CCN(Cc3ccccc3)CC2)nc1	6.7	8	11	-17	-13	21	-4	-18	21
CC(=O)c1ccc(S(=O)(=O)N2CCN(C(=O)c3ccc(-n4nc(C)c(Cl)c4C)cc3)CC2)cc1	0.9	3	12	-12	1	33	-4	3	-6
Cc1ccc(OCCOCCn2ccnc2)c(Br)c1	0.5	-21	12	-1	-4	-6	3	-9	11
COc1ccc(N2CC(C(=O)Nc3ccc(S(=O)(=O)Nc4nc(C)cc(C)n4)cc3)CC2=O)cc1 (configuration not stated)	-0.2	1	27	-7	1	-4	-21	-1	4
